Growth percent in the NCI-60 one-dose screen (48 h, 10 µM unless noted): 100 = growth as untreated, 0 = no growth, -100 = all killed.
RPMI-8226 – RPMI-8226 leukemia cells; 77,000 compounds, 7.5% hits
UACC-62 – UACC-62 melanoma. AID 1794756. 81,000 compounds, 5.4% hits
A549/ATCC – A549/ATCC NSCLC; 81,000 compounds, 3.7% hits
EKVX – EKVX NSCLC | 71,000 compounds, 3% hits | AID 1794765
HOP-92 – HOP-92 NSCLC cells; AID 1794738; 71,000 compounds, 6.3% hits
HOP-62 – HOP-62 NSCLC | 80,000 compounds, 3.9% hits
M14 – M14 melanoma; 80,000 compounds, 6.2% hits
CCRF-CEM – CCRF-CEM leukemia. AID 1794778. 77,000 compounds, 7% hits
* hit, by the source's call; · = not tested or not shown; & = joins results of further samples; [ ] = dose if it differs, or a comment. How the source made its calls: active means growth percent below 10; inactive means the rest.

SMILES	RPMI-8226	UACC-62	A549/ATCC	EKVX	HOP-92	HOP-62	M14	CCRF-CEM
Nc1c(C(=O)Nc2ccccn2)sc2nc3c(cc12)CCCCC3	11	41	21	38	67	40	11	6.9*
COc1ccc2[nH]c(=O)c(O)c(-c3cccc4ccccc34)c2c1	91	·	102	83	85	92	89	97
COC(=O)c1nc(=S)[nH]c(C(=O)OC)c1C(=O)c1cc(Cl)ccc1Cl	102	97	104	97	·	102	98	·
CC(=O)OC[C@]12CCC(C)(C)C=C1[C@H]1CC[C@@H]3[C@@]4(C)Cc5c([nH]c6ccccc56)C(C)(C)[C@@H]4CC[C@@]3(C)[C@]1(C)CC2	110	104	91	104	104	100	101	97
COc1ccccc1/C=C1\NC(=S)N(/C=C2\C(=O)Oc3ccccc3C2=O)C1=O	91	94	104	102	73	91	103	103
O=C1CC(c2cccc(Cl)c2)c2snc(-c3ccc(F)cc3)c2N1 (configuration not stated)	70	75	73	·	67	78	84	77
O=C(O)/C=C/c1ccc(-c2cc(C(F)(F)F)cc(C(F)(F)F)c2)o1	89	98	90	·	80	99	102	94
CC(C)(C)OC(=O)N1CCN(c2ccc(N)cc2)C(=O)C1	·	98	104	99	127	106	101	107
C#CCO[C@H]1CC(CC#C)(CC#C)C(=O)[C@@H]2[C@H]1[C@H]1C[C@@H]3[C@@]4(C)CCC[C@@](C)(C(=O)OC)[C@@H]4CC[C@@]23C=C1C(C)C	54	79	89	95	14	99	95	-41*
O=C(O)c1ccccc1C(=O)Nc1ccccc1[N+](=O)[O-]	85	97	103	109	100	95	102	94
OCCN1CCN(CC2NCCCC2O)CC1 (configuration not stated)	90	109	99	115	113	108	111	94
CC[N+](CC)(CC)c1ccccc1	97	103	104	·	110	107	101	95
Cc1ccc2[nH]c(=O)cc(-n3nncc3Cn3c4ccccc4c4ccccc43)c2c1	109	95	99	98	90	93	105	100
COc1cc2c(cc1OC)CN1CCc3cc(OC)c(OC)cc3C1C2 (configuration not stated)	103	107	107	105	112	101	102	95
COc1cc(/C=C\c2cc(/C=C\c3ccc(O)c(OC)c3)n(C(=O)COc3ccc(Cl)cc3Cl)n2)ccc1O	-6.8*	5.9*	11	38	13	11	4.3*	4.3*
COc1ccc(C2=NN(C=O)C(c3cn(-c4ccccc4)nc3-c3ccc(Cl)cc3)C2)cc1 (configuration not stated)	78	77	90	·	68	94	88	88
O=C(c1ccc(O)cc1)C1[C@H](c2ccc(Br)cc2)[C@@H](c2ccccc2)NC12C(=O)Nc1ccc(Cl)cc12 (some centres not stated)	84	77	80	75	105	95	88	91
COc1ccccc1C(=O)Nc1cccc(-c2cc(=O)c3c(OC)c(OC)c(OC)cc3o2)c1	6.8*	43	48	62	-0.4*	58	41	16
CN(Cc1ccccc1)c1nc(Cl)c(C2CC(c3ccc(F)cc3)=NN2c2ccccc2)s1 (configuration not stated)	100	91	91	91	95	90	95	98
COc1ccc(N=Nc2ccccc2)cc1	110	103	92	106	104	100	101	100
CCOC(=O)CC1C(COC(=O)NC)OC(n2cnc3c(NC(=O)Nc4ccccc4)ncnc32)C1O[Si](C)(C)C(C)(C)C (configuration not stated)	40	65	51	67	62	77	57	57
C=CCOC(=O)NC(CCC(=O)OCC)C(=O)OCC (configuration not stated)	102	108	93	107	73	99	103	98
O=C(Cn1nc(-c2ccccc2)ccc1=O)N/N=C/c1ccc(N2CCCCC2)cc1	80	76	75	91	·	96	107	87
BrCc1cccc(C[P+](c2ccccc2)(c2ccccc2)c2ccccc2)c1	23	55	69	45	32	34	51	36
CC1CCCC2C1NC(=O)[C@]21N2CCC[C@@H]2[C@@H](C(=O)C2CCCCC2)[C@]12C(=O)NC1CCCCC12 (some centres not stated)	58[20 µM]	92[20 µM]	73[20 µM]	79[20 µM]	68[20 µM]	93[20 µM]	85[20 µM]	85[20 µM]
Following part
SMILES	RPMI-8226	UACC-62	A549/ATCC	EKVX	HOP-92	HOP-62	M14	CCRF-CEM
Clc1ccccc1/C=C/c1ccc2ccccc2n1	93	80	95	78	75	92	92	101
Oc1ccc2ccccc2c1C=Nc1ccccc1	79	86	95	109	60	96	129	63
CCc1cccc2c3c(sc12)C(c1ccc(F)cc1)C(C#N)=C(/N=C/c1ccc(Cl)cc1)O3 (configuration not stated)	21	24	31	48	67	36	9.9*	21
CN1CCN(c2nc(-c3ccccn3)nc3sc4c(c23)CCCCCC4)CC1	88	91	77	·	·	103	94	95
COc1cnc2c(c1)C(=O)c1c-2n(CCCN2CCCC2)c(=O)c2cc([N+](=O)[O-])ccc12	-34*	-68*	-45*	22	16	-17*	0.9*	-16*
CCCCCCCC(=O)Oc1ccccc1Cl	110	103	111	102	102	106	96	109
COc1ccc(OCC(=O)O)cc1	108&105	106&99	99&97	102&109	108&92	98&107	100&104	103&103
O=C(O)c1ccc(NC(=O)C(Cl)(Cl)Cl)cc1O	112	98	97	99	88	98	96	102
CSc1nc2sc3c(c2c(=O)n1-c1ccc(C(C)C)cc1)CCC(=O)C3	-30*	-21*	68	23	-18*	15	10	-12*
COc1ccc2nc3cc(Cl)ccc3c(N3CCN(c4nccc(Oc5ccc(Cl)cc5)n4)CC3)c2c1	87	86	88	·	82	101	98	64
CCOC(=O)c1cc(-c2ccc(Cl)cc2)[nH]c1NNC(=O)Cc1ccc(OC)cc1	109	84	96	85	56	·	·	106
O=C(Nc1cccc(N=Cc2ccccc2O)c1)c1ccccc1	111	102	101	105	79	113	99	102
O=C(O)CCCCCCCCCCCCC(=O)O	·	110	101	·	92	100	98	101
Cc1ccc(C(=O)NN2C(=O)CSC2c2ccccc2)cn1 (configuration not stated)	97	105	101	99	82	88	99	129
CCn1c(SCC(=O)N/N=C(\C)c2ccc(Cl)cc2)nc2c1c(=O)n(C)c(=O)n2C	103	95	104	98	103	92	97	100
COc1ccc(-c2nsc3c2NC(=O)CC3c2ccsc2)cc1 (configuration not stated)	22	25	27	·	72	33	18	-7.1*
FC(F)(F)c1[nH]ncc1-c1nc2ccc3[nH]ncc3c2c2c1CCCC2	12	9.0*	0.8*	3.8*	31	1.1*	13	6.4*
CC1CCCC(C)(C)C1NCCOC(=O)c1ccc([N+](=O)[O-])cc1 (configuration not stated)	90	102	101	107	·	105	110	97
C/C(=N\NC(=S)Nc1ccccc1)c1sc(Nc2ccc(O)cc2)nc1C	65	91	89	85	·	119	94	26
COc1cc2c3c(c4c5cccnc5n(C)c4c2c(OC)c1OC)C(=O)NC3=O	99	89	85	93	102	97	105	72
CC(=O)C(CC(C)C)C(C)=O	93	109	96	·	99	95	103	93
CCCCNc1cc(=O)[nH]c(N)n1	103	96	101	101	·	117	103	108
CCc1ccc(/C=C2\Oc3cc(C)c(Cl)c(C)c3C2=O)cc1	78	79	91	55	67	84	85	98
C=C1C(=O)O[C@H]2[C@H]1CC/C(CNC(=O)c1cccc3ccccc13)=C\CC[C@@]1(C)O[C@@H]21	2.9*	31	77	66	-11*	93	38	1.8*
N#Cc1c(-c2ccccc2)nc(SCC(=O)N2CCN(c3ccccc3)CC2)[nH]c1=O	96	106	97	·	85	88	97	100

Limited to HOP-92, CCRF-CEM and EKVX, for some of the entries so far:
SMILES	HOP-92	CCRF-CEM	EKVX
CC(C)(C)OC(=O)N1CCN(c2ccc(N)cc2)C(=O)C1	127	107	99
C#CCO[C@H]1CC(CC#C)(CC#C)C(=O)[C@@H]2[C@H]1[C@H]1C[C@@H]3[C@@]4(C)CCC[C@@](C)(C(=O)OC)[C@@H]4CC[C@@]23C=C1C(C)C	14	-41*	95
O=C(O)c1ccccc1C(=O)Nc1ccccc1[N+](=O)[O-]	100	94	109
OCCN1CCN(CC2NCCCC2O)CC1 (configuration not stated)	113	94	115

Further compounds
SMILES	RPMI-8226	UACC-62	A549/ATCC	EKVX	HOP-92	HOP-62	M14	CCRF-CEM
CCOC(=O)c1c(Nc2ccc(S(N)(=O)=O)cc2)nnc(-c2ccccc2)c1-c1ccccc1	81	90	91	105	86	108	104	82
ON=C(c1ccccc1)c1ccccc1	103	102	101	107	·	108	106	93
Nc1ccc(Nc2ccc(N)cc2S(=O)(=O)O)cc1	136	97	·	111	·	122	148	109
O=C1c2ccccc2C(=O)N1c1ncn[nH]1	93	102	106	118	85	105	111	106
CCC(=O)c1cc2cccc(OC3OC(C(=O)O)C(O)C(O)C3O)c2c(O)c1C(C)=O (configuration not stated)	103	99	84	98	93	100	106	94
COC(=O)Cn1c(=O)c2cc(OC)c(OC)cc2c2cnc3[nH]ccc3c21	96	106	98	90	80	81	97	96
COc1cc(C(=O)NNC2CCC(=O)N2)cc(OC)c1OC (configuration not stated)	110	99	100	100	96	103	100	105
CCN(CC)CN1C(=O)C(=O)c2ccccc21	107	100	89	147	90	89	105	114
Cc1cc(C)c(C(=O)OC(C)CNC2CCCCC2)c(C)c1 (configuration not stated)	93	103	102	·	52	86	91	90
O=CNNC(=O)c1cnccn1	96	100	97	·	97	132	101	96
COc1cc(/C=C/c2cc(O)c(C(C)=O)c(O)c2)cc2c1O[C@]1(C)CC[C@@H](O)C(C)(C)[C@H]1C2	-7.4*	39	81	91	96	53	51	38
CN(Cc1ccccc1)C(=O)C(=O)c1c[nH]c2ccccc12	94	93	99	111	71	115	101	93
CC1(C)CC(=O)C(C(C2=C(O)CC(C)(C)CC2=O)c2cc3ccccc3[nH]c2=O)=C(O)C1	86	99	99	97	·	110	91	80
NC(=O)OCC(COC(N)=O)c1ccccc1	106	103	103	107	95	·	103	107
C=CCOC(=O)Nc1ccccc1	103	109	88	100	91	105	102	94
N#Cc1cn(-c2cccnc2Cl)c(C(=O)c2ccc(F)cc2)c1N	110	98	99	96	111	100	98	103
COc1ccc2[nH]c(O)c(N=Nc3nc(-c4ccc(C#N)cc4)cs3)c2c1	35	73	52	64	25	78	82	86
CCN(CC)C(=O)CCCCCn1c2ccccc2c2c3c(c4c5ccccc5[nH]c4c21)C(=O)N(O)C3=O	16	·	87	64	78	-26*	54	21
FC(F)(F)CN1CCN(CCn2c(C(F)(F)F)cc3c(Cl)ncnc32)CC1	-6.1*	28	99	71	72	40	-67*	-17*
CC(=O)c1c(Nc2ccc(F)c(F)c2F)[nH]c2c(F)cc(F)cc2c1=O	-11*	-28*	4.5*	9.7*	-19*	-22*	2.7*	6.3*
Cc1nc2ncccc2c(=O)n1-c1ccc(S(=O)(=O)Nc2ccccn2)cc1	87	·	82	95	78	89	91	91
COc1ccc(/C=C/c2nc(Oc3ccc(C(C)=O)cc3)c3ccccc3n2)cc1	·	27	51	68	75	109	·	66
Cc1nn(C)c2c1NC(=O)CS2	104	116	110	120	102	96	103	92
O=Cc1cc([N+](=O)[O-])ccc1OCC(=O)O	106	114	97	99	81	104	124	108
CCCCN=C(OC1C=CCCC1)SC (configuration not stated)	102	93	103	102	92	94	102	109

Part of the list above in another layout.
| Structure | RPMI-8226 | UACC-62 | A549/ATCC | EKVX | HOP-92 | HOP-62 | M14 | CCRF-CEM |
| --- | --- | --- | --- | --- | --- | --- | --- | --- |
| COc1ccc(-c2nsc3c2NC(=O)CC3c2ccsc2)cc1 (configuration not stated) | 22 | 25 | 27 | · | 72 | 33 | 18 | -7.1* |
| FC(F)(F)c1[nH]ncc1-c1nc2ccc3[nH]ncc3c2c2c1CCCC2 | 12 | 9.0* | 0.8* | 3.8* | 31 | 1.1* | 13 | 6.4* |
| CC1CCCC(C)(C)C1NCCOC(=O)c1ccc([N+](=O)[O-])cc1 (configuration not stated) | 90 | 102 | 101 | 107 | · | 105 | 110 | 97 |
| C/C(=N\NC(=S)Nc1ccccc1)c1sc(Nc2ccc(O)cc2)nc1C | 65 | 91 | 89 | 85 | · | 119 | 94 | 26 |
| COc1cc2c3c(c4c5cccnc5n(C)c4c2c(OC)c1OC)C(=O)NC3=O | 99 | 89 | 85 | 93 | 102 | 97 | 105 | 72 |
| CC(=O)C(CC(C)C)C(C)=O | 93 | 109 | 96 | · | 99 | 95 | 103 | 93 |

(listing goes on)
SMILES	RPMI-8226	UACC-62	A549/ATCC	EKVX	HOP-92	HOP-62	M14	CCRF-CEM
O=C1C(OCCOc2ccccc2)=C(OCCOc2ccccc2)C(=O)c2ccccc21	79	·	17	103	102	56	51	·
COC(=O)c1ccc(N=NN(C)C)cc1	120	94	94	93	102	97	110	92
CCOC(=O)c1[nH]c(C)cc1C	92	97	91	103	74	105	102	87
CCn1cc(C(=O)O)c(=O)c2cc(F)c(N3CCN(C(=O)c4ccc(Cl)cc4)C(C)C3)c(F)c21 (configuration not stated)	122	81	98	109	103	98	104	108
CC(C)(C)C(=O)/C=C/c1ccc(C#N)cc1	68	89	84	98	76	98	90	73
O=C(N/C=C(/c1ccccc1)S(=O)Cc1ccccc1)Nc1ccccc1Cl (configuration not stated)	93	87	92	94	90	98	100	92
COc1ccc(C(=O)NCc2ccc(C(=O)O)cc2)cc1Nc1ccnc(C(F)(F)F)c1	100	104	108	·	·	122	97	109
COC(=O)C(CCC(C(=O)OC)N1C(=O)c2ccccc2C1=O)N1C(=O)c2ccccc2C1=O (configuration not stated)	100	102	88	113	100	89	102	100
C=C(C)[C@@H]1CC[C@]2(COC(=O)c3ccccc3C(=O)O)CC[C@]3(C)[C@H](CC[C@@H]4[C@@]5(C)CCCNC(C)(C)[C@@H]5CC[C@]43C)[C@@H]12	23	76	61	79	86	·	62	29
Cc1cc(-c2ccccc2)cc(C)n1	·	103	93	116	95	112	103	102
Cc1ccc(/C=C/c2ccc([N+](=O)[O-])cc2)cc1	75	93	86	76	70	104	102	82
NS(=O)(=O)c1ccc(-n2c(-c3ccccc3)nc(/C=C3\C=Nc4ccccc43)c2O)cc1	84	92	93	99	89	104	106	85
O=C(CC1c2ccccc2NC(=O)N1Cc1ccccc1)c1cnccn1 (configuration not stated)	106	101	108	97	115	91	107	102
O=C(O)/C=C\C(=O)NNc1ccc([N+](=O)[O-])cc1[N+](=O)[O-]	88	·	70	110	88	93	100	91
COc1ccc(Nc2nn3c(C)cc(C)nc3c2C(=O)Nc2ccc(C)cc2)c(OC)c1	102	93	94	103	87	86	101	106
O=C(O)/C(Br)=C/c1c[nH]c2ccc(Br)cc12	114	104	117	119	174	·	·	-46*
